SMARCA2 activ: activators of SMARCA2 function; MG213 cells, MMTV-luciferase reporter, dexamethasone, overnight; activation, % at 9.1 µM; hit rate 1% among 370,000; AID 652017; in the data active = activation above about 7.8%;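 note: 0% = vehicle wells and 100% = reference activator wells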
GC-B act: GC-B (human) receptor activation. P20594. HEK293-GC-B cells, CNP EC30, cGMP TR-FRET; 0% at EC30 CNP, 100% saturating CNP. activation, % at 10 µM. hit rate 0.11% among 370,000. AID 1920062;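 active = activation at 10 µM reaching about 35% in either raw or pattern-adjusted values, limit read from the data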
ASAP1 GAP inh: inhibitors of human ASAP1 ArfGAP activity. Q9ULH1. ASAP1-stimulated ARF1 GTP hydrolysis, GDP FP detection. inhibition, % at 16.5 µM. hit rate 0.19% among 360,000. AID 624377; in the data active = inhibition above about 25%;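 note: 0% = vehicle with enzyme and substrate and 100% = no enzyme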
ABHD4 inh: inhibits mouse alpha/beta hydrolase domain 4 | purified mABHD4, FP-Rh probe fluorescence polarization | Q8VD66 | AID 720543 | inhibition, % at 8.92 µM | hit rate 0.54% among 370,000;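 active = inhibition exceeding the mean over every tested compound plus 3 SD, cut at about 30% in these data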;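 note: 0% = plate median of compound wells and 100% = S159A mutant with DMSO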
Target sequence (Q8VD66 whole entry, looked up, the tested form may be a part): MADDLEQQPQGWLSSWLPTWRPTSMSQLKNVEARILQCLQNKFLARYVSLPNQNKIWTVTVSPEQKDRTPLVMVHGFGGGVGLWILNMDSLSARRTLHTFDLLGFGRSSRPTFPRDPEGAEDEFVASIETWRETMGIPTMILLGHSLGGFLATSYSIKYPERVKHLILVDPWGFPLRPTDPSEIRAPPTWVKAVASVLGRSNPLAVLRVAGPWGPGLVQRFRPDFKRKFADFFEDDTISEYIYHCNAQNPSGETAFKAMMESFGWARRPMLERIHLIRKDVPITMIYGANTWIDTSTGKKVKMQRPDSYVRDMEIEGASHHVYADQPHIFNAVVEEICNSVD
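Doses – 8.92 µM, single dose · Material – wild-type mouse ABHD4 protein · Replication – single well per compound (singlicate) · Measure – percent inhibition of probe binding, normalized to plate controls · Schedule – 45 min compound pre-incubation plus 60 min probe step, 25 °C · Detection – fluorescence polarization with parallel and perpendicular emission, 525/598 nm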
ARFGAP1 inhibitor: inhibitors of rat ARFGAP1 | AID 651572 | inhibition, % at 16.5 µM | hit rate 0.26% among 360,000 | Arfgap1-stimulated ARF1 GTP hydrolysis, GDP FP detection | Q62848;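 active = inhibition above a per-plate limit, mean inhibition of low control wells plus 3 SD, cut at about 25% in these data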;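 note: 0% = DMSO wells with enzyme and 100% = wells lacking Arfgap1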
Target sequence (Q62848 1-136 limits assumed): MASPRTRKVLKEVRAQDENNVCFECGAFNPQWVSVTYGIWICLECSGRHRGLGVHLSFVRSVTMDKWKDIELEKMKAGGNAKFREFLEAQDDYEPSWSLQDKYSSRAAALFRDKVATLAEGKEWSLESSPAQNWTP
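System: truncated rat Arfgap1 GAP domain / Benchmarks: high control wells lacking Arfgap1, low control full reaction with DMSO / Times: compound-enzyme preincubation 20 min, reaction 120 min, detection 60 min, 25 °C / Repeats: one replicate per compound / Also added: human ARF1(Δ1-17)-GTP substrate / Measured by: Tracer-displacement fluorescence polarization with EDTA stop, 620/688 nm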
Rev-erbA mod: modulators of human Rev-erb alpha DNA binding. P20393. Rev-erbα–FITC-DNA binding, fluorescence polarization, 90 min. activity, % at 10 µM. hit rate 0.79% among 370,000;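 active = activity above about 14%, limit read from the data; passing the limit was not always enough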;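 note: 0% = DMSO wells with 35 nM protein and 100% = DMSO wells with 750 nM protein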
GC-A act: GC-A (human) enzyme activation. activation, % at 10 µM. HEK293 GC-A cells, cGMP TR-FRET, EC30 ANP; 0% at EC30 ANP, 100% saturating ANP. AID 1671463. P16066. hit rate 0.14% among 370,000; in the data active = activation above about 40%
rCAG RNA binder: molecules binding r(CAG) RNA repeats. inhibition, % at 3 µM. r(CAG) RNA repeat, TO-PRO-1 dye displacement fluorescence. hit rate 1.3% among 370,000. AID 651821;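 active = inhibition above the plate cutoff, the mean of all test compounds on that plate plus 3 SD, cut at about 35% in these data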;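 note: 0% = DMSO alone and 100% = 100 µM mitoxantrone as full dye displacement; higher means more dye released from RNA so lower well fluorescence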
PG9 Ab binder: small molecules binding HIV-1 gp120 antibody PG9. TR-FRET gp120-PG9 antibody binding. inhibition, % at 6.7 µM. hit rate 0.43% among 360,000. AID 624416; in the data active = inhibition above about 8.5%
HTRA1 inh: HTRA1 (human) protease inhibition; hit rate 0.5% among 340,000; inhibition, % at 5.96 µM; recombinant HTRA1, FP-rhodamine activity-based probe, fluorescence polarization; AID 504803; in the data active = inhibition above about 36%;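 note: 0% = enzyme with DMSO and 100% = wells lacking enzyme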
Target sequence (Q92743 whole entry, looked up): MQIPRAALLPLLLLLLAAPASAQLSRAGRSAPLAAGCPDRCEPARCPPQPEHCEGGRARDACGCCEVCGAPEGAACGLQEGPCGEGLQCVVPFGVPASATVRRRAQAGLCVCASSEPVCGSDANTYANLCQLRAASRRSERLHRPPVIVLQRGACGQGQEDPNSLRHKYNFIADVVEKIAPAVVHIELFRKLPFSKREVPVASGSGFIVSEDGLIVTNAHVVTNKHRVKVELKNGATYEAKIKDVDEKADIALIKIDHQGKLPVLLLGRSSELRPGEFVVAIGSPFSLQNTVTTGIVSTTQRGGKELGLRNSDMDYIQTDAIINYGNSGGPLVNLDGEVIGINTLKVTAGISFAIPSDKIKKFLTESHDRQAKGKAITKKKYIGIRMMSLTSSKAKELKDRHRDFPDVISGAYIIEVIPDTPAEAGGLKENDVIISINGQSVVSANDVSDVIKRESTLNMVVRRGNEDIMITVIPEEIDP
An asterisk follows results filed as active; / = not tested or not shown. Random draw from the library; 4.4% or so of the library scored in one or more.

SMILES,SMARCA2 activ,GC-B act,ASAP1 GAP inh,ABHD4 inh,ARFGAP1 inhibitor,Rev-erbA mod,GC-A act,rCAG RNA binder,PG9 Ab binder,HTRA1 inh
CC(C)c1ccc2c(c1)C(=O)NC(C)(C)C2,-0.7,6.4,13.7,0.4,-11.5,4.9,3.9,-1.4,0.0,-2.9
CN(Cc1ccno1)C(=O)CC1C(=O)NCCN1CC(c1ccccc1)c1ccccc1 (stereo unspecified),-1.7,-1.8,0.3,4.9,0.5,-0.7,-4.1,-0.8,0.7,-7.0
CCCCC(=O)Nc1ccccc1C#N,0.0,3.9,8.0,-2.8,2.4,-1.6,-3.1,1.0,0.8,4.9
CC(=O)Nc1ccc(CN2CCN(Cc3ccc(C)cc3)C(CCO)C2)cc1 (stereo unspecified),-2.5,2.4,0.4,7.9,7.4,3.7,7.8,-8.7,1.9,-5.0
COCC(C)NC(=O)C1CC(=O)N(c2ccc(C)cc2)C1 (stereo unspecified),-1.7,-2.2,-3.1,4.0,4.1,5.6,2.8,1.7,0.9,8.5
C=CCC1(CC=C)CCCN1C(=O)c1cc(COc2ccc(F)c(F)c2)on1,-4.2,-7.7,23.7,-5.7,-7.4,5.2,1.2,-5.9,0.2,-22.0
C[n+]1ccc(/C=C/c2cccs2)cc1,0.4,2.1,-3.6,0.4,-0.7,0.8,-3.5,-3.5,-2.4,0.7
CC(=O)Nc1ccc(S(=O)(=O)N2CCN(C(=O)N3CCCCCC3)CC2)cc1,-0.1,5.2,5.6,2.0,4.3,-5.9,3.1,-3.1,-1.1,0.3
CCOc1cc(NC(=S)NCC2CCCO2)c(OCC)cc1NC(=O)c1cccc(C)c1 (stereo unspecified),-4.3,0.0,1.6,-8.8,2.0,4.7,-0.3,8.9,0.8,-9.7
COc1cc2c(cc1OC)C(SC)=NC(C)(C)C2,1.7,/,2.4,10.9,-0.4,/,/,-0.1,-0.2,4.1
CCc1ccc(-c2nn(-c3ccccc3)cc2C2SCC(=O)N2Cc2ccco2)cc1 (stereo unspecified),-2.9,-3.2,8.0,-12.6,-7.2,6.9,2.8,3.1,2.1,-64.8
Nc1cc(C(=O)N2CCN(c3cccc(Cl)c3)CC2)ccc1N1CC2CC(C1)c1cccc(=O)n1C2 (stereo unspecified),1.5,5.6,-6.7,1.1,0.6,6.7,-1.2,2.0,-2.6,4.7
CC(C)NC(=O)CCc1nc2cccnc2n1-c1ccccc1,1.4,3.3,-14.8,-4.3,2.5,-3.1,-0.2,0.6,-1.6,4.7
CCCCC[C@@H]1CCCCC[C@@H](O)C[C@@H](O)[C@H](O)/C=C/C(=O)O1,-0.3,4.0,4.5,-1.5,2.0,0.4,3.2,-0.7,-2.1,/
O=C(CCCN1C(=O)/C(=C/c2ccccc2Cl)SC1=S)N1CCCC1,-3.0,-8.6,12.6,-0.6,2.8,0.8,-3.1,-2.7,-0.2,-9.0
Cc1ccc(S(=O)(=O)N(C)CC(=O)Nc2ccccc2)cc1,1.6,2.3,7.7,4.0,3.9,-3.1,5.5,-2.2,-0.5,3.1
CCOC(=O)N1CCN(C(=O)c2cn(CCOC)c(=O)c3c2c2ccccc2n3C)CC1,-1.7,-2.2,1.9,-5.8,-2.2,-1.2,-1.2,-4.3,-3.3,1.2
CCc1nc2ccc(C(=O)NCCN(C)C)cn2c1N(CC)CCOC,4.5,-3.1,-4.5,2.0,-4.0,1.1,0.0,-2.5,-0.5,/
C/C(CC(=O)Nc1ccc2c(c1)OCCO2)=N\NC(=O)Cc1ccc(Cl)cc1,-0.6,-2.1,22.5,0.0,0.8,5.3,-2.8,4.5,0.9,-9.9
O=C(CSc1nnc(-c2ccncc2)n1Cc1ccccc1)NC1CCCc2ccccc21 (stereo unspecified),-0.8,8.6,-8.3,2.9,2.4,-2.7,9.7,-5.0,1.6,3.0
CCOC(=O)CNC(=O)CSc1nc2nc(C)c(Br)cc2[nH]1,1.0,-1.1,-0.2,-4.1,0.8,3.8,0.0,-3.5,-4.2,6.5
O=C(NCc1cccc(Cl)c1)c1ccc(-c2csnn2)cc1,5.9,-13.9,14.6,-9.8,-0.2,1.7,-2.2,-0.9,1.2,-5.6
Cc1ccc(CNC(=O)CCCn2c(=O)[nH]c3ccccc3c2=O)cc1,1.0,-4.6,1.3,2.3,-7.9,-3.7,1.4,-6.5,1.4,-5.6
CCCCNC(=O)CCn1c(=O)c2ccccc2n(Cc2ccc(F)cc2)c1=O,-0.9,10.4,0.5,-2.7,12.0,-4.2,3.4,0.3,0.7,-0.4
CCCc1nc2c(C)cc(Br)cn2c1Cc1cccc(Cl)c1,3.7,-7.5,12.9,3.7,-13.7,2.0,-9.4,2.9,1.0,/
CC(OC(=O)c1cccc(S(=O)(=O)N(C)C)c1)C(=O)NCC(=O)Nc1ccc(F)c(F)c1F (stereo unspecified),1.2,5.4,-0.5,0.4,-4.9,-0.7,1.2,1.5,0.1,5.2
CCN1CCN(C(=O)c2ccc(CS(=O)Cc3ccc(C)cc3)o2)CC1 (stereo unspecified),-4.1,0.8,1.2,-1.1,11.8,2.1,-0.3,-4.8,-0.5,1.5
CC(=O)NC(c1ccccc1)c1nc(/C=C/c2ccccc2)cs1 (stereo unspecified),-1.4,3.1,-3.0,-6.5,-7.2,10.4,3.6,-0.6,-1.7,/
CCCCC(c1nc2ccccc2[nH]1)N(C(=O)c1ccccc1)c1ccccc1[N+](=O)[O-] (stereo unspecified),-2.0,-18.4,-9.5,-4.0,-3.1,6.1,-21.1,2.6,-0.7,/
COc1cccc(CN2CCN(C3CCOCC3)CC2CCO)c1 (stereo unspecified),0.4,1.7,6.3,-0.9,12.0,4.3,1.5,-4.4,0.7,-0.9
COc1ccc2nc(N3C(=O)CC(Cc4ccc(C)cc4)C3=O)sc2c1 (stereo unspecified),-2.6,-3.0,6.1,-6.0,-3.8,-1.2,-3.0,8.9,-2.3,-17.4
CC(C)Cn1nc(C(=O)Nc2cccc(C(=O)NC3CC3)c2)c2ccccc2c1=O,-3.4,9.2,-11.8,-10.6,0.6,-1.4,6.0,-1.4,-0.9,-4.9
CCN(CC(=O)NCc1ccc(Cl)cc1)C(=O)CSc1ccccc1,1.3,5.3,-0.6,-4.8,-2.6,3.2,-1.1,-1.3,-0.4,0.7
Cc1nn2cc(-c3cccc(Cl)c3)cnc2c1Cl,3.0,-9.1,-0.3,-0.6,10.5,-2.8,-12.1,0.3,0.3,2.6
Cc1ccc(S(=O)(=O)N2C[C@H]3C(=O)C[C@@H](c4ccccc4F)N(S(=O)(=O)c4ccc(C)cc4)[C@H]3C[C@H]2c2ccccc2)cc1,-4.7,1.1,-1.0,-3.9,-6.7,2.3,0.7,16.1,-0.6,/
O=C(N/N=C/c1ccccn1)c1cc(-c2ccncc2)nc2ccccc12,-3.5,-14.8,-4.7,-2.6,-1.2,3.4,-24.8,2.1,14.8*,9.6
CN(C)c1ccc(/C=N/NC(=O)C[n+]2ccccc2)cc1,-0.6,-9.8,0.5,0.6,4.1,-0.2,-18.2,-1.7,-5.3,5.5
CN1CCN(C(=O)c2cc3c(c(-c4cccc(-c5cc6ccccc6o5)c4)n2)[C@H](CCO)N(S(=O)C(C)(C)C)C3)CC1 (stereo partly specified),3.0,3.3,-2.5,-6.9,-4.4,-3.4,5.0,2.8,1.1,/
O=C(CSC(=S)N1CCCC1)NCCc1ccccc1,0.7,-1.6,7.4,-2.0,-8.2,-4.0,5.7,-1.0,1.3,4.9
O=C(/C=C/c1ccc(Cl)c(Cl)c1)N1CCc2ccccc21,2.6,-3.5,5.7,4.3,0.3,-4.1,-3.9,2.9,-0.7,4.8
Cc1cc(Br)ccc1SCC(=O)OCC(=O)NC1CC1,-0.6,-5.5,4.1,0.4,5.9,-2.3,-2.0,-6.3,-1.1,-0.6
CCOC(=O)c1cc(NC(=O)c2cccs2)ccc1N1CCOCC1,-0.7,4.0,2.3,4.9,3.7,-0.6,3.7,-3.0,-0.5,1.7
CCOc1cc(-c2nc3n(c(=O)c2C#N)CCS3)ccc1O,0.1,-2.3,5.8,-4.1,4.0,-0.9,-0.8,3.0,-0.9,0.2
Cc1ccc(-n2c(SCC(=O)Nc3ccc4c5c(cccc35)CC4)nc(O)cc2=O)cc1,0.8,-0.4,0.2,-2.9,4.0,-6.0,-0.7,27.4,-1.2,-64.3
CCN(c1cc(C)cc(C)c1)S(=O)(=O)c1nnc(NC(=O)c2ccco2)s1,-2.7,-7.7,-15.8,-6.6,-10.9,-7.0,3.9,38.6*,1.7,-8.9
CC(Oc1cc2oc(=O)c3c(c2cc1Cl)CCCC3)C(=O)NCCN1CCOCC1 (stereo unspecified),-1.2,-0.4,-12.1,3.2,-4.7,-0.9,-1.4,-8.0,0.3,6.5
CCOC(=O)c1c(NC(=O)CSc2ccccc2C(=O)O)sc(C)c1C,-0.7,-5.0,1.8,2.0,7.8,0.0,3.0,39.6*,-1.3,-9.5
COc1ccc(-c2nnc(SCC(=O)c3ccc(C)o3)o2)cc1,-1.7,1.9,7.4,3.5,0.2,1.2,-1.3,-2.8,-2.2,-8.2
COc1cc(C2c3c(oc4ccccc4c3=O)C(=O)N2Cc2ccco2)ccc1O (stereo unspecified),0.6,-3.3,7.0,4.0,-4.5,3.5,-1.5,0.7,1.1,-1.0
Cc1noc(C)c1S(=O)(=O)N1CCC(C(=O)N2CCC(N3CCCCC3)CC2)CC1,-1.4,1.5,-2.7,-3.7,4.7,-4.5,2.5,3.4,-1.6,-1.4
CCOCc1cnc(C)nc1NCC(=O)c1c(C)[nH]c2ccccc12,-2.0,8.3,6.5,-3.3,-6.7,2.6,-0.6,-1.3,-1.2,-3.3
Cc1ccc(-c2nc(CSc3nc4ccccc4c(=O)n3C)cs2)cc1,3.3,-4.1,-3.9,-2.2,-10.8,6.7,-10.6,1.6,-1.7,-2.9
O=C(CSc1nc2ccccc2c(=O)n1-c1ccccc1F)Nc1ccc2c(c1)CCC2,-1.5,4.5,-16.4,-25.8,-2.7,-1.9,-3.3,5.9,-1.4,-34.0

Three structures out of the list, ordered by SMILES length, high to low.
SMILES,SMARCA2 activ,GC-B act,ASAP1 GAP inh,ABHD4 inh,ARFGAP1 inhibitor,Rev-erbA mod,GC-A act,rCAG RNA binder,PG9 Ab binder,HTRA1 inh
CCCCC(c1nc2ccccc2[nH]1)N(C(=O)c1ccccc1)c1ccccc1[N+](=O)[O-] (stereo unspecified),-2.0,-18.4,-9.5,-4.0,-3.1,6.1,-21.1,2.6,-0.7,/
CC(C)Cn1nc(C(=O)Nc2cccc(C(=O)NC3CC3)c2)c2ccccc2c1=O,-3.4,9.2,-11.8,-10.6,0.6,-1.4,6.0,-1.4,-0.9,-4.9
CCOc1cc(NC(=S)NCC2CCCO2)c(OCC)cc1NC(=O)c1cccc(C)c1 (stereo unspecified),-4.3,0.0,1.6,-8.8,2.0,4.7,-0.3,8.9,0.8,-9.7
